# NPSR antagonist = neuropeptide S receptor (human) antagonism, cAMP; Q6W5P4; CHO-NPSR cells, cAMP TR-FRET, antagonist mode; Potency, µM (top dose mostly 38.3 µM), for the others: top-dose activity change, negative = inhibition, usual class: inhibitors; hit rate 1% among 220,000; AID 1461; also: potency is read from the fitted curve at half-maximal effect; % is scaled to controls: 0 for no effect and ±100 for the full control effect; nearly all actives have a fitted effect of over 50% in size; many of its hits are not listed in these tables
# TexasRed fluor = counter-screen for TRb-SRC2 inhibitors: fluorescence interference | AID 1479 | hit rate 0.29% among 280,000 | TRb/SRC2 Texas Red total fluorescence interference | Potency, µM (titrated, usually from 106 µM), for the others: top-dose fluorescence change, negative = quenching; active = well fitted curve in either direction with a large enough effect; inconclusive = small, poorly fitted or top-dose-only effect; also: potency is read from the fitted curve at half-maximal effect; % is scaled to controls: 0 for no effect and ±100 for the full control effect
#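 Human TRβ ligand-binding domain (0.6 uM) and Texas Red SRC2 peptide (20 nM) in Tris buffer with 1 uM T3 and 5% DMSO were incubated with pinned compound for 5 hr at ambient temperature. Total fluorescence was computed as S + 2P (555/632 nm).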
# Tau FP inhib = blocks human tau fibril formation measured by polarization; K18 P301L tau heparin fibrillization, Alexa594 FP, 6 h; P10636; hit rate 0.39% among 280,000; Potency, µM (highest dose often 57.7 µM), without a hit: at the highest dose activity, negative = inhibition, most hits filed as inhibitors; also: potency is read from the fitted curve at half-maximal effect; % is scaled to controls: 0 for no effect and ±100 for the full control effect; nearly all actives have a fitted effect of over 55% in size
# Target sequence (P10636 561-689 P618L limits assumed): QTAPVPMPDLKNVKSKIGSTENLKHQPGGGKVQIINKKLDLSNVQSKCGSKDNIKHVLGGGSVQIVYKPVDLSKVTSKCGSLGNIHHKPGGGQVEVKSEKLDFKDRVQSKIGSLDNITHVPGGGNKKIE
#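 Steps: dispense K18 P301L tau (15 uM plus 0.24 uM Alexa 594 tracer, final) in pH 7 sodium acetate; add compound; add heparin (20 uM final); incubate 6 hr, 37 C; add ThT (30 uM final); after 1 hr ambient, read FP.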
# TRb-SRC2 inh = TRbeta-SRC2 interaction inhibition. P10828. TRbeta-SRC2 peptide binding, fluorescence polarization; receptor liganded with 1 µM T3. Potency, µM (doses to about 106 µM), without a hit: top-dose activity change, negative = inhibition, usual class: inhibitors. hit rate 0.065% among 280,000. AID 1469;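 also: potency is read from the fitted curve at half-maximal effect; plate controls were bound peptide for no effect and peptide without receptor for full effect; nearly all actives have a fitted effect of over 50% in size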
# Target sequence (P10828 whole entry, looked up): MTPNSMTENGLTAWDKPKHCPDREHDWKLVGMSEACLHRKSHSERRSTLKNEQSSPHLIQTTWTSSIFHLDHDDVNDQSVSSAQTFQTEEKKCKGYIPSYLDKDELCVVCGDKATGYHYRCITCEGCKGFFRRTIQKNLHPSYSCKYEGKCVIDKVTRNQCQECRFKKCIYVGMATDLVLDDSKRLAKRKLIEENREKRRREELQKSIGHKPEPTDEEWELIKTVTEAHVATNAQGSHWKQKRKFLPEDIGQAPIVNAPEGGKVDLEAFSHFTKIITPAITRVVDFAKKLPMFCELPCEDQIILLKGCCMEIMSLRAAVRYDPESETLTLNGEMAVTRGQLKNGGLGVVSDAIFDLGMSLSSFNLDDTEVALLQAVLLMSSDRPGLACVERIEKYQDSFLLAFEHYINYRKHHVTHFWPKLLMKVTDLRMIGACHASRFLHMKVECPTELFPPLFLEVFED
#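 A fluorescence polarization screen tested compounds at multiple concentrations against complex formation between 0.6 uM TRb ligand-binding domain and 20 nM Texas Red SRC2 peptide, with 1 uM T3 present; readout after 5 hr.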
# Tau fluor counter = counter-screen for tau fibril formation inhibitors; tau K18 P301L Alexa594 fluorescence, heparin fibrillization; Potency, µM (doses to about 57.7 µM), for the others: at the top dose activity change, negative = decrease; hit rate 0.93% among 280,000; also: potency is read from the fitted curve at half-maximal effect; % is scaled to controls: 0 for no effect and ±100 for the full control effect; nearly all actives have a fitted effect of over 55% in size
#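 Human tau K18 P301L (15 uM unlabeled, 0.24 uM Alexa 594-labeled) in 100 mM sodium acetate pH 7 with 20 uM heparin, 6 hr at 37 C. ThT 30 uM added, 1 hr ambient; Alexa 594 FP and total fluorescence read at 555/632 nm.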
# Epigenetic reg = regulators of epigenetic silencing causing reporter derepression in mouse cells | murine LDR cells, GFP reporter derepression, 30 h | Potency, µM (doses to about 53.9 µM), for the others: at the highest dose GFP activation, actives largely listed as activators | hit rate 0.2% among 280,000 | AID 1865; also: potency is read from the fitted curve at half-maximal effect; % of control where 0% means no effect; nearly all actives have a fitted effect of over 60% in size
#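 Reporter derepression read as number of fluorescent GFP-positive objects, 20-120 um in size, counted by laser-scanning cytometer. Mouse LDR line with an epigenetically silenced CMV-GFP locus; compound incubation 30 h, 37 C.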
# aGal spleen mod = alpha-galactosidase A (human) modulation. Potency, µM (series often up to 80 µM), for inactives: top-dose activity change, negative = inhibition, most hits filed as inhibitors. AID 2107. hit rate 0.008% among 240,000. P06280. human spleen homogenate, 4MU-alpha-Gal fluorescence, 40 min;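 also: potency is read from the fitted curve at half-maximal effect; 0% = enzyme with vehicle and -100% = no enzyme basal signal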
# Target sequence (P06280 32-429 limits assumed): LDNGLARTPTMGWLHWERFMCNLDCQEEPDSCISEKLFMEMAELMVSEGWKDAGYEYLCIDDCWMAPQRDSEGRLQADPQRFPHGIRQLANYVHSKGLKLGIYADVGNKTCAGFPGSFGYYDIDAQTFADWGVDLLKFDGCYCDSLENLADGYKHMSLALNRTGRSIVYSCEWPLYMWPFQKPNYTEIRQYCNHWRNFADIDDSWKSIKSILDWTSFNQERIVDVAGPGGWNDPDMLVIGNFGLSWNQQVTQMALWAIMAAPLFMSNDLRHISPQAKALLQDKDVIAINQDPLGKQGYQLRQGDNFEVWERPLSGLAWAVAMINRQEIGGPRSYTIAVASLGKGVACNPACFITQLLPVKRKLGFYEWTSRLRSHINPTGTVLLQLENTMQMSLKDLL
#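 Inhibition or activation of alpha-galactosidase in human spleen homogenate is scored by 4-MU fluorescence after 40 min at 37C, pH 5.0, with 1 mM substrate. AC50s come from concentration-response fitted to the Hill equation.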
# CBFb RUNX1 block = inhibitors of human CBF-beta and RUNX1 interaction; AlphaScreen CBFb-His/RUNX1-biotin binding, biochemical; Potency, µM (highest dose often 59.8 µM), for inactives: at the top dose activity, negative = inhibition, hits mostly inhibitors; 230,000 tested, under 10 active; AID 1477; also: % of control where 0% means no effect
#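 CBF-beta (His) and RUNX1 (biotin), 30 nM each; 20 min preassociation; + compound, 15 min; + beads 50 ng each (Ni, streptavidin), 90 min; RT; AlphaScreen read.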
# Active calls of the source: *; ? = inconclusive; · = not tested or not shown; & = joins results of further samples; [ ] = another dose, or the depositor's remark. Unless noted, calls follow the shape of the dose curve; as a rule, active = well fitted curve in the direction sought with a large enough effect; inconclusive = small, poorly fitted or top-dose-only effect, or another doubt; inactive = no such curve, though single readings can be large; an effect the other way counts as inactive or inconclusive. This is a subset; rates above refer to the full screens.
SMILES,NPSR antagonist,TexasRed fluor,Tau FP inhib,TRb-SRC2 inh,Tau fluor counter,Epigenetic reg,aGal spleen mod,CBFb RUNX1 block
CCOC(=O)c1[nH]c(C)c(C(=O)Nc2ccc(Cl)cc2)c1C,11.3%,0.0%,2.6%,1.3%,-3.3%,0.0%,1.3%,5.2%
Cc1noc(C)c1-c1ccc2ncnc(NCc3ccccc3C(F)(F)F)c2c1,·,-1.6%,·,2.9%,·,·,-5.1%,10.1%
O=C(O)CCc1nn2c3ccccc3nc2n(CCN2CCCCC2)c1=O,-3.3%[46.1 µM],-0.4%,1.1%,-2.5%,-0.8%,1.1%,7.3%,-3.4%
COc1ccc(-c2c(C)n([O-])c(C)c(-c3ccccc3)[n+]2=O)cc1OC,3.2%[46.1 µM],-0.5%,-2.4%,-8.4%,0.5%,-1.9%,1.9%,0.6%
COc1ccc(Nc2cc(C(=O)NCCCN3CCOCC3)c3ccccc3n2)cc1OC,-11.2%[46.1 µM],2.0%,?,-4.1%,?,0.1%,-1.8%,-6.6%
O=C(COc1ccc(Cl)cc1Cl)NCCC1=CCCCC1,-18.4%[46.1 µM],-7.3%,-10.5%,-2.8%,-11.0%,-1.0%,5.1%,15.7%
Cc1cc(NC(=O)c2noc3c2CCc2ccccc2-3)n(-c2ccccc2)n1,-3.2%[46.1 µM],-0.5%,2.7%,10.6%,-5.4%,0.1%,1.8%,1.8%
CCCCCn1c(=N)c(S(=O)(=O)c2ccccc2)cc2c(=O)n3cccc(C)c3nc21,·,-3.2%,-5.4%,9.1%,-0.4%,1.8%,·,·
CCOC(=O)c1ccc(NC(=S)N(CCCN2CCCC2)Cc2ccco2)cc1,17.6%,-1.1%,-4.1%,10.3%,-3.4%,-1.8%,-10.2%,-5.6%
CCOC(=O)c1cccc(Nc2nc(C(=O)OCC)nc3ccccc23)c1,·,-1.9%,?,3.5%,?,-1.1%,·,·
FC(F)(F)c1cccc(Cn2nnnc2-c2ccc(Cl)cc2)c1,-24.8%[46.1 µM],-0.9%,5.7%,-15.6%,-15.6%,4.7%,-16.4%,18.8%
Cn1c(=O)c2[nH]c(N3CCN(c4ccccn4)CC3)nc2n(C)c1=O,-23.1%,-3.3%,4.2%,2.6%,-2.3%,-1.1%,3.0%,-3.4%
C[C@@H](NC(=O)/C(C#N)=C/c1ccc(O)c(O)c1)c1ccccc1,-16.9%[46.1 µM],-4.2%&-0.8%,4.3%&4.3%,-6.8%&-4.1%,?,-0.2%&2.5%,-0.7%&-18.8%,-10.3%
CCCCCCCCCCCCCCCC(=O)NCCO,-5.3%[46.1 µM],-1.9%&-0.3%&-3.3%&-0.9%&0.1%,6.4%&0.5%&8.2%&12.1%&2.7%,5.9%&5.8%&1.6%&-0.4%&-3.4%,-11.0%&-2.2%&-1.8%&-4.2%&-1.2%,?,-2.2%&4.5%&-11.4%&3.3%&2.5%,18.4%
COc1ccc(/C=C/C(=O)c2cc(O)ccc2O)cc1,·,-4.9%,?,7.1%,14.1µM*[quencher],20.0%,3.7%,-8.3%
O=C(CN1C(=O)C2CCCCC2C1=O)Nc1nc(-c2ccccn2)cs1 (stereo not given),-17.8%[46.1 µM],-6.1%,-1.5%,1.7%,-11.5%,2.4%,-0.5%,·
O=C(NCc1ccco1)Nc1cccs1,-2.7%[46.1 µM],3.7%,-2.3%,-6.1%,-19.8%,0.0%,7.6%,-11.7%
C=CCNC(=O)CN1CCC(n2c(C)nc3cc(C(F)(F)F)ccc32)CC1,-6.6%[46.1 µM],1.6%,-3.4%,-25.9%,-1.6%,10.0%,2.1%,-19.2%
O=C(N/N=C/c1ccncc1)c1ccccc1[N+](=O)[O-],20.9%,-2.5%,-9.9%,-5.7%,-0.7%,2.2%,6.4%,11.6%
CC(=O)Oc1ccc2c(c1)OC(c1ccccc1)CC21CC(C)(C)NC(=S)N1 (stereo not given),-7.6%[46.1 µM],0.5%,-0.7%,-2.6%,-3.3%,5.4%,7.5%,-2.6%
O=C(CSc1nc2ccccc2o1)N1CCN(c2ccccc2)CC1,-15.8%[46.1 µM],-2.3%,7.2%,-8.4%,-2.5%,-0.7%,3.7%,-0.8%
CC(=O)Nc1ccc(-c2cn3ccsc3n2)cc1,-8.4%[46.1 µM],-4.1%,-1.6%,-3.5%,-6.5%,-1.1%,3.1%,-0.2%
O=C(Cc1cn2ccsc2n1)Nc1nc2c(s1)CN(Cc1ccccc1)CC2,-4.4%[46.1 µM],-0.6%,?,-5.7%,-13.4%,-1.4%,-2.0%,?
CCOc1cc(C2Nc3ccccc3C(=O)N2c2ccccc2)ccc1O (stereo not given),-2.2%[46.1 µM],-0.4%,2.1%,-0.2%,-7.1%,0.7%,4.3%,-4.8%
NC(=O)C1O[C@@H](O)[C@H](O)[C@@H](O)[C@H]1O (stereo not given in full),·,0.8%,·,2.6%,·,·,4.5%,1.6%
CCC(C)OC(=O)C1=C(C)NC2=C(C(=O)C(C(=O)OC)C(C)C2)C1c1ccc(N(C)C)cc1 (stereo not given),4.1%[46.1 µM],-2.7%,4.0%,5.4%,-19.3%,-5.8%,-3.6%,-0.5%
O=C(N/C(=C\c1ccc(F)cc1)C(=O)N1CCCCCC1)c1ccccc1,4.8%,-2.1%,-3.7%,-1.3%,-9.0%,-0.4%,4.3%,4.2%
CC(C)C(Sc1nc(-c2ccccc2)cc(-c2ccccc2)c1C#N)C(=O)O (stereo not given),51.0%,-0.2%,10.0%,-1.5%,-8.2%,-2.9%,-2.3%,8.4%
CC(C)[C@H](NC(=O)NCCc1ccccc1)C(=O)O,2.0%[46.1 µM],-5.6%,-3.0%,-1.3%,-11.7%,-2.2%,2.8%,8.1%
CC(=O)Nc1ccc(S(=O)(=O)Nc2cccn(Cc3ccc(C)cc3)c2=O)cc1,7.8%,-1.1%,-17.6%,-3.8%,-24.0%,-0.1%,-13.9%,7.7%
Cc1cc(=O)oc2cc(OCC(=O)N/N=C/c3cc([N+](=O)[O-])ccc3O)ccc12,6.8%,-1.7%,-7.4%,-4.2%,-19.3%,-1.0%,-11.3%,-11.8%
Cc1ccc(-n2c(SCC(=O)N3CCCc4ccccc43)nnc2-c2cccnc2)c(C)c1,-2.6%,-1.7%,-6.1%,13.0%,0.2%,-3.0%,2.9%,-22.7%
Cc1cc(C)nc(NNC2=CC(=[N+]3CCCC3)CCC2)n1,7.0%,5.3%,12.5%,-1.9%,-6.0%,0.0%,4.7%,1.3%
C=CCSc1ncccc1C(=O)NCc1ccccc1,-7.1%[46.1 µM],-5.4%,5.6%,0.1%,-4.5%,-1.1%,-2.0%,4.2%
CC(C)C(=O)Nc1cccc(C(=O)Nc2nnc(C(C)(C)C)s2)c1,-1.6%[46.1 µM],-1.5%,-6.8%,-9.9%,-4.6%,-2.1%,7.3%,1.7%
NS(=O)(=O)c1ccc(CCNC(=O)C2CCC(CNS(=O)(=O)c3ccc(Br)s3)CC2)cc1 (stereo not given),12.4%,0.4%,-3.0%,1.3%,-12.5%,4.0%,-15.5%,10.9%
O=C(NCc1ccco1)/C(=C\C=C\c1ccccc1)NC(=O)c1ccco1,1.2%,-5.5%,-13.9%,-2.4%,-11.2%,0.0%,4.9%,-0.3%
CCOC(=O)NC(=O)COC(=O)CCCc1nc2ccccc2s1,-0.1%,-0.5%,0.2%,-6.3%,1.7%,3.4%,-7.2%,4.6%
CCOC(=O)c1ccc(NC(=O)COc2ccccc2CNC2CCCC2)cc1,-34.1%,-2.2%,-2.2%,0.1%,-4.7%,1.1%,-0.1%,10.6%
Cc1ccc(-n2nnnc2SCC(=O)c2cc(C)n(-c3cc(C)on3)c2C)cc1,-12.8%[46.1 µM],-5.2%,-5.1%,-4.9%,-17.9%,1.6%,-4.3%,-0.1%
OCCCNc1nccc(-c2cc(Nc3cccc(Cl)c3)ncn2)n1,-2.2%,-2.9%,-21.7%,-1.1%,?,1.2%,4.0%,11.6%
Cc1nc(C/C(=N\N)c2ccc(O)cc2O)cs1,-11.3%,-4.3%,10.0%,3.2%,-29.3%,-1.5%,8.5%,-8.8%
O=[N+]([O-])c1cc(-c2nnc(Nc3ccc(O)cc3)c3ccccc23)ccc1N1CCOCC1,-29.2%[46.1 µM],-2.6%,18.8%,-7.7%,?,0.0%,-3.3%,-26.7%
Cc1csc(NC(=O)CSc2nncn2C)n1,-6.8%[46.1 µM],-1.9%,-5.0%,-6.4%,3.9%,0.9%,8.9%,7.4%
CC1CC(=O)NN=C1c1ccc(N(C)C)c([N+](=O)[O-])c1 (stereo not given),-12.5%[46.1 µM],0.5%,1.9%,4.3%,-1.8%,-2.2%,0.5%,2.4%
COc1cc(Nc2c3c(nc4ccccc24)CCCC3)cc(OC)c1OC,-55.0%,3.9%,1.1%,-2.7%,-24.1%,0.0%,3.3%,-10.8%
CSc1ccccc1NC(=O)Nc1cccc(F)c1,17.9%,-2.9%,?,-0.7%,?,2.4%,-5.5%,20.5%
CC(C)N1CCN(Cc2ccc3c(c2)Cc2ccccc2-3)CC1CCO (stereo not given),17.4%,-1.5%,2.4%,-8.8%,3.1%,1.6%,-5.5%,1.0%
CC(C)NC(=O)c1nn(C)c2ccccc12,26.1%,2.1%,0.4%,-0.8%,2.4%,-0.9%,-9.6%,1.0%
CC1=C(C#N)C(NC(=O)c2ccc(Cl)cc2)(C(F)(F)F)C(=O)N1 (stereo not given),2.3%,-3.2%,-5.3%,-6.7%,-8.9%,-3.2%,0.0%,9.7%

# Compound activity deposited in PubChem by National Center for Advancing Translational Sciences (NCATS).
